UGM FP inh: Mtb UDP-galactopyranose mutase inhibition. purified UGM, fluorescence polarization probe displacement. hit rate 0.06% among 320,000. inhibition, % at 10 µM. P9WIQ1; in the data active means inhibition above about 10%, passing the limit was not always enough; inconclusive means no clear call, values can overlap the other calls
Target sequence (P9WIQ1 whole entry, looked up): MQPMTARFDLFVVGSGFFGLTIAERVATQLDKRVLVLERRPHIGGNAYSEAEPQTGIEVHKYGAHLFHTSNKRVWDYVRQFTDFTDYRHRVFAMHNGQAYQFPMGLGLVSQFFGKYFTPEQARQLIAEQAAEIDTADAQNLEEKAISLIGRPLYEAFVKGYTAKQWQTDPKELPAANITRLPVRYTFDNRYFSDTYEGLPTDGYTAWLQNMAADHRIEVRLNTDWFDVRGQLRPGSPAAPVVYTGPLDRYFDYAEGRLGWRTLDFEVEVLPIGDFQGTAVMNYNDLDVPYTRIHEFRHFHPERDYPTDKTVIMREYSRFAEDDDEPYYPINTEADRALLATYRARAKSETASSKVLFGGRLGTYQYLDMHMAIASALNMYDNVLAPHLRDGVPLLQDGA
PrPC surface inh: reduces human prion protein on the cell surface | hit rate 0.43% among 370,000 | inhibition, % at 13.8 µM | P04156 | cell surface PrPC, TR-FRET read-out | AID 720596; in the data active means inhibition above about 24%; further: 0% = median of the test wells and 100% = reference compound wells
FBA Mtb inh: Mtb fructose-bisphosphate aldolase inhibition | purified M. tuberculosis FBA, fluorescence read-out | hit rate 2.3% among 360,000 | inhibition, % at 1 µM | AID 588726; in the data active means inhibition above about 27%;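 further: 0% = vehicle and 100% = reference inhibitor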
MazEF act: activators of E. coli MazEF toxin-antitoxin RNase; FAM/BHQ RNA-DNA oligo cleavage fluorescence, 5 h; activation, % at 20 µM; P0AE70; hit rate 0.32% among 350,000; in the data active means activation above about 50%
Target sequence (P0AE70 whole entry, looked up): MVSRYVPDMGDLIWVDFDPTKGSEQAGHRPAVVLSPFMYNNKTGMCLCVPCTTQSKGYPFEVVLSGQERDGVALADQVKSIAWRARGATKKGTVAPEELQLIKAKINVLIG
BoNT F protease: BoNT F light chain protease inhibition; hit rate 0.22% among 360,000; Multiplex microsphere protease cleavage assay, flow cytometry; inhibition, % at 10 µM; in the data active means inhibition above about 35%, passing the limit was not always enough; inconclusive means no clear call, values can overlap the other calls; further: plate controls were buffer without enzyme for full effect and enzyme alone for no effect
Rv3671c protease: Rv3671c (M. tuberculosis) protease inhibition; hit rate 0.048% among 320,000; P9WHR9; AID 2606; inhibition, % at 5.96 µM; in the data active means inhibition above about 38%;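 further: extracellular domain of Rv3671c used as enzyme; 0% = enzyme with DMSO and 100% = no enzyme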
Target sequence (P9WHR9 whole entry, looked up, the tested form may be a part): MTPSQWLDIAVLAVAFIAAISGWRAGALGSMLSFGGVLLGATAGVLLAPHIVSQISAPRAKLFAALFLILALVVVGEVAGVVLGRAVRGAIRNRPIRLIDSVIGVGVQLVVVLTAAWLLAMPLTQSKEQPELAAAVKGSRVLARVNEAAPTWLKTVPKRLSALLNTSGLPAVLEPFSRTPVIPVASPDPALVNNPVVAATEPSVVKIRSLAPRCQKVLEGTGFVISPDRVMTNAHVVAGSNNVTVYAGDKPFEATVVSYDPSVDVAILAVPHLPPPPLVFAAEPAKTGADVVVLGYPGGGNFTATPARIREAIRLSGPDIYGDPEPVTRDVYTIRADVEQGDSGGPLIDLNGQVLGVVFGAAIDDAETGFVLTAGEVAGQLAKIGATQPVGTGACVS
Mtb BioA inh: BioA (M. tuberculosis) enzyme inhibition; purified M. tuberculosis BioA enzyme, plate reader; inhibition, % at 9.99 µM; hit rate 0.096% among 360,000; AID 602481; in the data active means inhibition above about 40%; inconclusive means no clear call, values can overlap the other calls
GDH-TPI counter: GDH-TPI coupled enzyme inhibition counter-screen; GDH-TPI coupled enzyme counterscreen, NADH absorbance; inhibition, % at 4.8 µM; hit rate 1.2% among 360,000; AID 588335; in the data active means inhibition above about 30%;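 further: 0% = DMSO wells and 100% = wells lacking the enzyme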
FadD28 binding: blocks FadD28 binding to the bisubstrate probe; hit rate 0.22% among 360,000; fluorescence polarization; inhibition, % at 12.5 µM; in the data active means inhibition above about 8.5%, passing the limit was not always enough; inconclusive means no clear call, values can overlap the other calls
* hit, by the source's call; u = inconclusive; x = no result given; + = active, no number; & = joins results of further samples.

The opening four records, to show the layout:
No. | canonical_smiles | UGM FP inh | PrPC surface inh | FBA Mtb inh | MazEF act | BoNT F protease | Rv3671c protease | Mtb BioA inh | GDH-TPI counter | FadD28 binding
1 | CC(=O)N/C(=C/c1ccc2c(c1)OCO2)C(=O)NCCO | 0.5 | -6.2 | -0.7 | -3.3 | 10.7 | 2.8 | -1.1 | 15.1 | 0.3
2 | COc1cc(-c2cc(C(=O)O)c3c(OC)c(OC)c(OC)cc3n2)ccc1O | 0.4 | 7.4 | -1.5 | 2.6 | 2.9 | 1.3 | -1.6 | 18.1 | -4.1
3 | CC(C)Cc1nc2oc3c(N4CCN(CCO)CC4)ncnc3c2c2c1CCCC2 | -1.4 | -3.0 | 4.7 | -1.1 | -4.6 | -4.4 | 7.5 | 13.2 | -4.8
4 | Nn1cnnc1N/N=C/c1ccccc1C(F)(F)F | 2.0 | -5.7 | -5.2 | 13.2 | -20.0 | -5.6 | 0.9 | -2.9 | x

All compounds of this part, from the first entry:
No. | canonical_smiles | UGM FP inh | PrPC surface inh | FBA Mtb inh | MazEF act | BoNT F protease | Rv3671c protease | Mtb BioA inh | GDH-TPI counter | FadD28 binding
1 | CC(=O)N/C(=C/c1ccc2c(c1)OCO2)C(=O)NCCO | 0.5 | -6.2 | -0.7 | -3.3 | 10.7 | 2.8 | -1.1 | 15.1 | 0.3
2 | COc1cc(-c2cc(C(=O)O)c3c(OC)c(OC)c(OC)cc3n2)ccc1O | 0.4 | 7.4 | -1.5 | 2.6 | 2.9 | 1.3 | -1.6 | 18.1 | -4.1
3 | CC(C)Cc1nc2oc3c(N4CCN(CCO)CC4)ncnc3c2c2c1CCCC2 | -1.4 | -3.0 | 4.7 | -1.1 | -4.6 | -4.4 | 7.5 | 13.2 | -4.8
4 | Nn1cnnc1N/N=C/c1ccccc1C(F)(F)F | 2.0 | -5.7 | -5.2 | 13.2 | -20.0 | -5.6 | 0.9 | -2.9 | x
5 | CCOC(=O)c1ccc(NS(=O)(=O)c2c(N)n(C)c(=O)n(C)c2=O)cc1 | -3.3 | 1.6 | -1.3 | -5.2 | 5.6 | -6.3 | -0.8 | 5.9 | -3.3
6 | c1ccc2c(Nc3nncs3)c3ccccc3nc2c1 | 3.3 | -15.5 | 19.1 | 2.6 | 1.3 | -0.5 | 0.6 | 3.4 | -3.7
7 | CC(C)C[C@H]1CN([C@@H](CC(C)C)CN2CCC[C@@H]2CN2C(=S)NC[C@@H]2Cc2ccc(O)cc2)C(=S)N1CCc1ccccc1 | x | 1.9 | 1.2 | x | -3.1 | x | 2.8 | x | -4.7
8 | Cn1cc(SCC(=O)NCCc2ccccc2)c2ccccc21 | -2.7 | 7.8 | 4.6 | -2.4 | -3.8 | -2.5 | x | -3.9 | -1.0
9 | C=CCSc1nnc(-c2ccccc2NC(C)=O)c(=O)[nH]1 | -0.9 | -0.5 | 1.8 | 3.7 | 5.2 | 9.4 | -0.8 | 8.8 | -0.9
10 | Cc1nc2c(cc1C#N)C(=O)c1ccccc1-2 | -0.4 | 2.6 | 1.9 | 4.8 | 4.2 | 0.5 | x | -2.0 | -0.2
11 | Cc1ccc(S(=O)(=O)N/N=C/c2cccs2)cc1 | -0.6 | -8.9 | 1.1 | 3.5 | 5.3 | -0.6 | x | 9.2 | -0.4
12 | Cc1cc(OCC(=O)NNC(=S)NC(=O)c2cccs2)ccc1Cl | -0.2 | 1.9 | 1.1 | 3.1 | 8.1 | x | -0.8 | 3.9 | -3.3
13 | CCCCCn1c(N)c(C(=O)NCCN2CCOCC2)c2nc3ccccc3nc21 | 0.3 | 2.9 | 65.0* | -4.6 | -0.1 | 4.0 | 4.2 | 8.5 | -6.3
14 | O=C(Cn1sc2ccccc2c1=O)Nc1ccc(F)cc1 | x | -8.1 | -3.8 | -12.4 | 1.3 | x | 0.4 | 3.3 | -0.3
15 | COc1ccc(S(=O)(=O)N(C)C[C@H]2Oc3ccc(NC(=O)Cn4cnnn4)cc3C(=O)N([C@H](C)CO)C[C@@H]2C)cc1 | -1.0 | -2.1 | 3.8 | -1.0 | -5.6 | -1.1 | -0.7&0.1 | 5.5 | -0.2
16 | Cc1ccccc1-c1ccccc1CN1[C@@H](C(C)C)COCCS1(=O)=O | x | 7.0 | 1.9 | 0.8 | 2.0 | x | -0.1 | 10.9 | -2.9
17 | CCOC(=O)c1ccccc1NC(=O)COC(=O)CCNS(=O)(=O)c1ccccc1 | -1.9 | 5.5 | 2.6 | -0.2 | 1.7 | -2.2 | 3.2 | 6.5 | -0.8
18 | Cc1ccc(S(=O)(=O)N2CCN(C(=O)c3c(-c4ccccc4)noc3C)CC2)c(C)c1 | 0.2 | -6.0 | 3.4 | 7.0 | 0.9 | -5.2 | -1.1 | -3.7 | 0.1
19 | Cc1ccc(C)c(S(=O)(=O)c2c(N)n(/N=C/c3ccco3)c3nc4ccccc4nc23)c1 | 1.8 | 4.6 | 20.4 | -7.4 | 2.7 | -55.0 | -1.0 | 22.1 | -5.4
20 | Cc1ccc(/C=N/NC(=O)CNC(=O)COc2ccccc2)cc1 | -0.3 | 0.1 | -5.9 | 5.1 | -9.2 | -6.5 | x | 2.2 | -2.5
21 | Cc1cc(NC(=O)c2ccc3c(c2)C(=O)N(CC(C)C)C3=O)no1 | 1.8 | -5.2 | 0.1 | 2.9 | u | 7.1 | x | 4.2 | 1.3
22 | Cc1nc2ccccc2c(=O)n1-c1ccc(F)c(NC(=O)c2cccs2)c1 | -0.3 | 3.1 | 4.6 | 3.3 | x | 0.8 | 5.1 | 4.6 | -1.8
23 | O=C(Nc1nnc(SCc2ccc(F)cc2)s1)C1=COCCO1 | x | 2.3 | -1.8 | 4.4 | 2.7 | -10.5 | -0.4 | 7.6 | -0.6
24 | O=C1c2cccc3cccc(c23)C(=O)C1(O)O | -3.8 | -6.0 | -1.6 | 2.3 | u | 11.3 | 0.5 | -6.9 | -3.4
25 | Cc1cccc(NC(=S)NC(=O)c2ccco2)n1 | -1.0 | 5.0 | -1.9 | 2.3 | -3.7 | -7.2 | x | 7.7 | -1.3

(listing goes on)
No. | canonical_smiles | UGM FP inh | PrPC surface inh | FBA Mtb inh | MazEF act | BoNT F protease | Rv3671c protease | Mtb BioA inh | GDH-TPI counter | FadD28 binding
26 | CCOC(=O)c1cc2c(=O)n3ccccc3nc2n(CCCOC)c1=NC(=O)C(C)(C)C | -1.3 | -18.8 | + | -0.8 | 5.1 | -2.4 | -5.5 | 16.4 | 0.8
27 | Cc1cccc(-c2nc(NCCCN3CCOCC3)c3ccccc3n2)c1 | 2.5 | -1.9 | 0.6 | 1.3 | 29.6 | -6.6 | 1.7 | 17.2 | -2.2
28 | Nn1cnnc1N/N=C/c1cccc(Cl)c1Cl | -2.4 | -11.0 | 2.3 | -1.8 | 7.9 | x | 4.5 | 22.8 | -1.6
29 | CCN(CC)C(=O)COC(=O)c1cc(-c2ccco2)nc2ccccc12 | x | 1.2 | 0.6 | -9.7 | -10.3 | x | x | 9.2 | -0.6
30 | COC(=O)CCc1ccc(OCC(O)CNC(C)C)cc1 (stereo not given) | 1.2 | -0.5 | -0.9 | 6.9 | 0.5 | -0.1 | 0.0 | -3.4 | -4.4
31 | Cc1c(C(=O)O/N=C(\N)c2ccccn2)cccc1[N+](=O)[O-] | -1.1 | -8.6 | -0.2 | 4.2 | -1.9 | 8.0 | x | 2.2 | -1.7
32 | Cc1nn(Cc2ccc(Cl)cc2Cl)c(C)c1NC(=O)Cn1nc([N+](=O)[O-])c(Cl)c1C | 1.0 | -0.3 | 1.2 | 3.1 | -4.0 | 3.4 | x | 0.7 | -2.4
33 | CC[N+]1(C)CC2CCC(C)(C1)C2(C)C (stereo not given) | x | -3.4 | 2.4 | -1.7 | -2.7 | x | -3.4 | -3.3 | 0.7
34 | COc1ccc(NS(=O)(=O)c2ccc(C)c(C(=O)N(C)CCc3ccc(OC)c(OC)c3)c2)cc1 | 3.1 | 14.7 | 1.4 | 0.9 | u | -0.4 | 0.4 | -10.1 | -1.9
35 | CCc1ccc(NC(=O)Cn2c(=O)n(CCC(=O)NC3CCN(Cc4ccccc4)CC3)c(=O)c3ccccc32)cc1 | 1.0 | -0.1 | 6.6 | 40.7 | -2.7 | 3.4 | -0.3 | 18.2 | -2.6
36 | CCOc1ccc(-c2nnn(CC(=O)N3CCCC(C)C3)n2)cc1 (stereo not given) | 1.3 | 5.2 | -2.8 | -1.4 | 0.3 | -3.0 | x | -1.0 | -2.3
37 | N#Cc1cn(CC(=O)N2CCCc3ccccc32)c2ccccc12 | -0.4 | -6.9 | 2.4 | 2.4 | -15.1 | 4.0 | 2.7 | 4.2 | -6.5
38 | COc1ccc(OCC(O)CN2CCc3ccccc3C2)cc1 (stereo not given) | 0.0 | -0.7 | -4.7 | 4.0 | 0.4 | -0.7 | -0.5 | 7.9 | -4.7
39 | CC1(C)CC(=O)C2=C(C1)N(CC1CCCO1)C(=O)NC2(C(F)(F)F)C(F)(F)F (stereo not given) | 1.0 | 5.8 | -2.3 | -2.1 | -3.1 | -1.9 | 0.5 | -1.1 | -3.3
40 | Cc1cccc(C(=O)OCC(=O)Nc2nnc(-c3ccccc3)o2)c1O | x | -1.9 | 1.4 | -3.1 | 7.1 | 4.6 | -1.4 | 4.2 | -3.9
41 | CCOC(=O)CC1(NC(=O)c2cc(COc3cncc(Cl)c3)on2)CCCCC1 | 0.3 | 14.4 | 0.9 | -2.4 | 0.1 | -2.2 | 0.4 | 3.1 | -0.7
42 | CCOP(=O)(c1ccccc1)c1nc(-c2ccc(F)cc2)oc1N1CCCCC1 (stereo not given) | -0.8 | -2.4 | -3.0 | 5.2 | u | -2.5 | -1.0 | 9.3 | -3.9
43 | Cc1ccc(C)n1-c1ccc(N2CCOCC2)c(Br)c1 | 0.6 | -6.5 | 8.2 | 7.4 | -17.9 | 6.2 | -0.5 | 9.2 | 0.4
44 | Cc1ccc(-c2nnc(SCC(=O)N/N=C/c3c(C)nn(-c4ccccc4)c3C)n2-c2ccc(C)cc2)cc1 | -0.9 | 1.0 | -0.5 | -14.3 | -2.9 | 5.2 | x | -2.6 | -3.7
45 | N#Cc1ccc(OCC(=O)NC2=NCCS2)cc1 | -1.2 | -4.2 | 0.2 | 3.8 | -2.1 | -4.7 | -1.0 | -3.2 | -3.1
46 | CCCCNC(=O)COC(=O)CCC(=O)c1ccc(Cl)cc1 | -0.7 | 4.3 | 2.5 | 1.9 | -3.5 | -5.5 | -1.1 | 3.1 | -1.4
47 | CSc1cccc(NC(=O)CCCOc2ccc(Cl)cc2C)c1 | -0.3 | 9.1 | -1.1 | 3.7 | -4.7 | -18.0 | x | -1.1 | 0.6
48 | Cc1onc(-c2c(Cl)cccc2Cl)c1C(=O)Nc1ccc2c(c1)OCCO2 | 3.1 | 2.1 | 5.8 | 10.9 | x | -2.3 | -0.3 | 0.4 | -0.8
49 | CCN(CC)CC1C(=O)N(c2ccc(OC)cc2)C1c1ccccc1 (stereo not given) | -1.3 | -1.5 | 3.4 | 9.6 | -17.9 | -2.7 | -1.0 | -8.6 | -1.5
50 | CCN(CC)CCCN=Cc1c(O)n(-c2ccccc2F)c(=O)[nH]c1=O | 0.4 | 5.9 | 4.1 | -2.2 | 1.5 | 7.6 | x | -1.9 | 0.9

(further entries)
No. | canonical_smiles | UGM FP inh | PrPC surface inh | FBA Mtb inh | MazEF act | BoNT F protease | Rv3671c protease | Mtb BioA inh | GDH-TPI counter | FadD28 binding
51 | CCc1ccc(-c2cc(C(=O)N/N=C/c3c[nH]c4ccccc34)[nH]n2)cc1 | 0.0 | 11.2 | 3.4 | 8.7 | -4.3 | -27.6 | -2.0 | 14.5 | 0.7
52 | CCOC(=O)C1CCCN(C(=O)CCc2nc3sc4c(c3c(=O)[nH]2)CCCC4)C1 (stereo not given) | -1.6 | 1.1 | -1.6 | -12.4 | -2.9 | 3.1 | 0.0 | -8.0 | -2.7
53 | O=C(c1ccc(Cl)cc1)c1ccc(Oc2cc(NN3CCCCC3)c([N+](=O)[O-])cc2[N+](=O)[O-])cc1 | 0.7 | -6.7 | 5.7 | -0.3 | -1.5 | -5.4 | -1.5 | 9.9 | 2.2
54 | COc1ccc(/C=C(\C#N)C(=O)NCc2ccccc2)cc1O | 4.1 | -0.5 | -3.6 | -11.0 | 1.3 | 9.3 | -1.1 | 18.8 | 3.6
55 | Fc1ccccc1OCCCCN1CCCCC1 | -5.9 | -0.6 | 2.0 | 5.0 | u | 4.2 | -2.0 | 2.4 | 0.6
56 | CCn1c(COc2ccccc2)nnc1SCc1ccc(C#N)cc1 | 3.6 | 5.5 | 1.4 | -18.3 | -20.5 | -0.4 | 35.2 | 8.3 | -1.6
